Source: PubChem BioAssay
NCI-60 one-dose screen, 48 h, at 10 µM unless noted. Numbers give growth in % (100 = growth as untreated, 0 = no growth, -100 = all killed).
BT-549 = BT-549 breast cancer; hit rate 4.4% among 78,000; AID 1794793
SR = SR leukemia cells; hit rate 8.7% among 73,000
MDA-MB-231 = MDA-MB-231 breast cancer; hit rate 5% among 81,000
HS 578T = HS 578T breast cancer; hit rate 4.1% among 78,000; AID 1794788
MCF7 = MCF7 breast cancer. hit rate 6.3% among 82,000. AID 1794796
MDA-MB-468 = MDA-MB-468 breast cancer; hit rate 8.5% among 78,000
T-47D = T-47D breast cancer. hit rate 5% among 79,000. AID 1794792
K-562 = K-562 leukemia | hit rate 7.4% among 78,000 | AID 1794777
Starred values were filed as active, the others as inactive; nt = not tested or not shown; & = joins results of further samples. Rule for the calls: active = growth percent below 10; inactive = the rest.

SMILES | BT-549 | SR | MDA-MB-231 | HS 578T | MCF7 | MDA-MB-468 | T-47D | K-562
CCNc1nc(-c2ccc(Cl)c(O)c2)c(-c2ccnc(NCCNS(=O)(=O)c3ccc(C)cc3)n2)s1 | 74 | 88 | 66 | 102 | 91 | 80 | 82 | 76
CCC(CC)NCC(C)(C)O | 106 | 93 | 102 | 107 | 98 | 104 | 123 | 102
COc1cc2nc3sc(C(=O)Nc4ccc(C(=O)OC(C)C)cc4)c(C(=O)Nc4ccc(Cl)cc4C)n3c(=O)c2cc1OC | 97 | 20 | 87 | 59 | 52 | nt | 46 | 56
COc1cccc(-c2cc(=O)c3cc(O)ccc3o2)c1 | 98 | 62 | 108 | 100 | 103 | 105 | 98 | 86
CN(CCCN(C)CCC1CCCCC1)CCC1CCCCC1 | 39 | -36* | -3.0* | 51 | -47* | -76* | 18 | -57*
CC(=O)c1cc(-c2ccc(Cl)cc2)nc2ccccc12 | 106 | nt | 85 | 83 | 72 | 102 | 91 | 107
COc1ccc(C2NC(=S)N(C(CC(=O)c3ccccc3)c3ccccc3)C(=O)C2Br)cc1 (configuration not stated) | nt | nt | 99 | 83 | 39 | 96 | 67 | 67
COc1ccc(-c2nc(SCC(=O)Nc3ccc(C(C)=O)cc3)[nH]c(=O)c2C#N)cc1 | 82 | 98 | 95 | 115 | 97 | 105 | 89 | 99
CCC/C=C/C=N/NC(=S)NCc1ccccc1 | 96 | 72 | 90 | nt | 95 | 101 | 66 | 95
CCOC(=O)c1ncc(-c2ccc(C(F)(F)F)cc2)c(NCCCC(F)(F)C(F)(F)C(F)(F)C(F)(F)C(F)(F)C(F)(F)C(F)(F)C(F)(F)F)n1 | 109 | 95 | 104 | 110 | 99 | 109 | 101 | 101
CCCCS(=O)(=O)NC(=O)Nc1ccccc1 | 98 | 96 | 98 | 99 | 99 | 98 | 114 | 103
O=C(/C=C/c1cn(-c2ccccc2)nc1-c1ccc(Cl)cc1)OCc1cn(-c2cccc(Cl)c2)nn1 | 100 | 99 | 84 | 98 | 60 | 91 | 82 | 89
COC(=O)c1nc(N)nc(C(=O)OC)c1C(=O)c1ccc(N2CCN(c3ccc(C(=O)c4c(C(=O)OC)nc(N)nc4C(=O)OC)cc3)CC2)cc1 | 118 | 107 | 109 | 114 | 98 | 99 | 99 | 104
CCOC(=O)/C=C1\S/C(=N\Nc2cc(=O)[nH]c3ccccc23)N(c2ccccc2)C1=O | 98 | 97 | 98 | 101 | 92 | 105 | 95 | 98
CCCCCCC(=O)C1C(=O)c2ccccc2C1=O | 107 | 104 | 79 | 92 | 91 | 105 | 99 | 112
Nc1ccc(-c2nnc(NC(=O)c3ccccc3)s2)cc1 | 112 | 102 | 117 | 103 | 99 | 108 | 96 | 112
C#CC(F)(F)[C@]1(O)CC[C@H]2[C@@H]3CCC4=CC(=O)CCC4=C3[C@@H](c3ccc(C(C)=O)cc3)C[C@@]21C | 106 | 7.4* | 61 | 77 | 58 | 81 | 58 | 61
CC(=O)OC[C@]12CC[C@@H](/C(C)=N/O)[C@@H]1[C@H]1CC[C@@H]3[C@@]4(C)CCCNC(C)(C)[C@@H]4CC[C@@]3(C)[C@]1(C)CC2 | 66 | 52 | 83 | 76 | 57 | 54 | 48 | 41
c1ccc2c[n+](CCCCC[n+]3ccc4ccccc4c3)ccc2c1 | 115 | 104 | 94 | 101 | 108 | 86 | 91 | 95
CNC(=O)c1cc(Oc2ccc(NC(=O)c3nc(S(C)(=O)=O)sc3-c3ccc(F)cc3)cc2)ccn1 | 105 | 88 | 119 | 101 | 29 | -4.4* | 26 | 87
COc1ccc(-n2c(/C=C3\C(=O)Nc4ccccc43)ccc2COCC2CO2)cc1 (configuration not stated) | 107 | 97 | 94 | 109 | 74 | 96 | 100 | 84
Clc1nc2ccccc2nc1N1CCOCC1 | 106 | 92 | 100 | 106 | 96 | 101 | 94 | 95
CN1CCN(c2nc(-c3cn4ccsc4n3)cc3ccccc23)CC1 | 115 | 101 | 74 | 85 | 17 | 26 | 48 | 81
Cc1cc(F)ccc1C(=O)Nc1ccc(CN2CCc3nc4cc(O)c(O)cc4cc32)cc1 | 87 | 85 | 97 | 100 | 91 | 103 | 80 | 91

Complete entries as entered above. Order of values: BT-549	SR	MDA-MB-231	HS 578T	MCF7	MDA-MB-468	T-47D	K-562
CCCCCCC(=O)C1C(=O)c2ccccc2C1=O is entered as 107	104	79	92	91	105	99	112
CC(=O)OC[C@]12CC[C@@H](/C(C)=N/O)[C@@H]1[C@H]1CC[C@@H]3[C@@]4(C)CCCNC(C)(C)[C@@H]4CC[C@@]3(C)[C@]1(C)CC2 is entered as 66	52	83	76	57	54	48	41

(more compounds)
SMILES | BT-549 | SR | MDA-MB-231 | HS 578T | MCF7 | MDA-MB-468 | T-47D | K-562
CSc1ccc(/C(=N/NC(N)=S)c2ccccc2)cc1 | 103 | 106 | 87 | 109 | 93 | 75 | 55 | 58
Cc1cc(NS(=O)(=O)c2ccc(N=Nc3c(N)nc(N)[nH]c3=O)cc2)nc(C)n1 | 95 | 95 | 108 | 102 | 100 | 98 | 110 | 104
Cc1c(C(=O)NN)sc2ncc(-c3ccc(Br)cc3)n12 | 120 | 96 | 104 | 106 | 88 | 106 | 109 | 113
O=S(=O)(c1ccc(Cl)cc1)N1CCN(c2nccc(-c3c(-c4cccc(F)c4)nc4sccn34)n2)CC1 | 96 | 74 | 97 | 93 | 78 | 77 | 66 | 71
NS(=O)(=O)c1ccc(N2N=C(c3ccccc3)CCC2=O)cc1 | 223 | 66 | 112 | 113 | 95 | 96 | 102 | 85
Cc1nc(Nc2ccc(S(=O)(=O)Nc3cc(C)on3)cc2)c2ccccc2n1 | 120 | 111 | 108 | 108 | 92 | 104 | 89 | 100
[B-][N+](CC)(CC)c1ccccc1 | 99 | 75 | 119 | 120 | 96 | 104 | 102 | 105
O=C1NC(=O)C(Cc2ccccc2)(c2ccccc2)N1 (configuration not stated) | 108 | 91 | 102 | 105 | 95 | 92 | 86 | 100
COc1cc(NCC(=O)Nc2cc(Nc3ccc(C)cc3)ncn2)c(Cl)c(OC)c1Cl | 101 | 79 | 64 | 84 | 79 | 105 | 71 | 81
Cc1cc(OCC(=O)O)ccc1Cl | 108 | 97 | 106 | 109 | 87 | 106 | 89 | 106
COc1cccc(/C=C2\Oc3cc(OCCCN4CCCC4)ccc3C2=O)c1 | 93 | -23* | 77 | 93 | 51 | 69 | 88 | -36*
O=C(c1ccccc1)c1ccccc1-c1nnc2n1N=C(c1ccccc1)CS2 | 104 | 92 | 80 | 112 | 83 | 110 | 83 | 81

The last seven entries of the section before open the next one:
SMILES | BT-549 | SR | MDA-MB-231 | HS 578T | MCF7 | MDA-MB-468 | T-47D | K-562
Cc1nc(Nc2ccc(S(=O)(=O)Nc3cc(C)on3)cc2)c2ccccc2n1 | 120 | 111 | 108 | 108 | 92 | 104 | 89 | 100
[B-][N+](CC)(CC)c1ccccc1 | 99 | 75 | 119 | 120 | 96 | 104 | 102 | 105
O=C1NC(=O)C(Cc2ccccc2)(c2ccccc2)N1 (configuration not stated) | 108 | 91 | 102 | 105 | 95 | 92 | 86 | 100
COc1cc(NCC(=O)Nc2cc(Nc3ccc(C)cc3)ncn2)c(Cl)c(OC)c1Cl | 101 | 79 | 64 | 84 | 79 | 105 | 71 | 81
Cc1cc(OCC(=O)O)ccc1Cl | 108 | 97 | 106 | 109 | 87 | 106 | 89 | 106
COc1cccc(/C=C2\Oc3cc(OCCCN4CCCC4)ccc3C2=O)c1 | 93 | -23* | 77 | 93 | 51 | 69 | 88 | -36*
O=C(c1ccccc1)c1ccccc1-c1nnc2n1N=C(c1ccccc1)CS2 | 104 | 92 | 80 | 112 | 83 | 110 | 83 | 81
COc1ccccc1-n1c(SCc2cc(OC)c(OC)c(OC)c2)nc2ccc(Cl)cc2c1=O | 40 | 16 | 56 | 40 | 16 | 21 | 44 | 13
CC(C)(C)n1nnnc1C(NC12CC3CC(CC(C3)C1)C2)c1c(F)cc(F)cc1F (configuration not stated) | 94 | 100 | 96 | 109 | 95 | 99 | 110 | 104
Clc1nc2ccccc2n2c1nc1ccccc12 | 104 | nt | 90 | 82 | 41 | 29 | 67 | 74
CN1CCN(c2nc(-c3cccnc3)nc3sc4c(c23)CCCCCC4)CC1 | 95 | 34 | 79 | 85 | 88 | 94 | 77 | 14
CCC(C)Sc1nc(N)nc2c1ncn2C1OC(CO)C(O)C1O (configuration not stated) | 115 | 93 | 115 | 116 | 109 | nt | 113 | 107
O=C1/C(=C/c2cccs2)SC(=S)N1CC(=S)C1C=CS(=O)(=O)C1 (configuration not stated) | 77 | 65 | 100 | 104 | 82 | 53 | 81 | 87
COc1ccc(OC)c(/C=C2\Oc3cc(O)ccc3C2=O)c1 | 80 | 76 | 103 | 81 | 94 | 102 | nt | 93
COc1ccc(C(CC(=O)O)c2c(C)[nH][nH]c2=O)cc1 (configuration not stated) | 116 | 107 | 103 | 99 | 100 | 102 | 105 | 101
CC(C)(NC(=O)O[C@H]1CCNC1)c1csc(-c2ccc(F)c(O)c2)n1 | 101 | 96 | 102 | 90 | 90 | 89 | 102 | 93
O=C(NC(=S)Nc1ccccc1Cl)c1ccc(Cl)cc1 | nt | 232 | 84 | 85 | 53 | 48 | 73 | 53
CN1CCO/C1=C(/NC(=O)c1ccc(Cl)cc1)[P+](c1ccccc1)(c1ccccc1)c1ccccc1 | 90 | 81 | 62 | 94 | 63 | -20* | 66 | 50
Oc1ccc(F)c(Nc2nc(SCCN3CCOCC3)nc3c2cnn3CC(Cl)c2ccc(Br)cc2)c1 (configuration not stated) | nt | -2.6* | -18* | -24* | 7.4* | -21* | -6.7* | -3.3*
O=C(c1ccccc1)C1N=NCC1c1ccc(Cl)cc1 (configuration not stated) | 95 | 100 | 87 | 99 | 108 | 92 | 92 | 101
CCCCn1c(=O)c(-c2cc(-c3ccccc3)nc(-c3ccccc3)c2)cc2cc(C)ccc21 | 98 | 98 | 92 | 94 | 90 | 105 | 89 | 100
N=c1nnc(=N)c1=NNc1cccc2c(O)c3ccccc3c(O)c12 | 79 | 115 | 82 | 97 | 78 | 92 | 81 | 89
O=S(=O)(Nc1ccccc1O)c1ccccc1 | nt | 111 | 99 | 94 | 92 | 104 | 113 | 104
COc1cc(/C=N\NC(=O)c2cnn(CC(O)c3ccccc3)c2N)ccc1OC(F)F (configuration not stated) | 73 | 101 | 82 | 76 | 83 | 84 | nt | 116
COc1cc(C2CC(=O)c3cc(OC)c(OC)c(OC)c32)cc2c1OCO2 (configuration not stated) | 113 | 92 | 84 | 84 | 89 | 95 | 77 | 97
Cc1c2c(c(C)c3c1[nH]c1ccccc13)C(=O)N(CCCO)C2=O | 85 | 61 | 64 | 75 | 57 | 73 | 67 | 79
COc1ccc(-c2nn(-c3ccccc3)cc2C2CC(c3cc4ccccc4oc3=O)=NN2c2ccc(S(N)(=O)=O)cc2)cc1 (configuration not stated) | 102 | 98 | 85 | 87 | 90 | 96 | 95 | 109
CN1CCC(=O)NC1=O | 108 | 108 | 98 | 105 | 94 | 101 | nt | 108
Cn1c([N+](=O)[O-])cnc1/C=C1\Oc2cc(Cl)ccc2C1=O | -33* | 8.3* | -28* | -2.2* | 19 | 69 | 87 | 36
Cn1c(=O)c2c(ncn2CCC(=O)Nc2ccc(S(N)(=O)=O)cc2)n(C)c1=O | 98 | 111 | 103 | 99 | 98 | 103 | 96 | 107
CCN(CC)CCN1c2ccc(C)cc2Sc2ccc3ccccc3c21 | 75 | 48 | 11 | 86 | 64 | 49 | 65 | 30
Cc1cc(C)c(S(=O)(=O)Nc2ccccc2)c(C)c1 | 113 | 115&88 | 95&95 | 111&120 | 109&91 | 101&99 | 99&97 | 97&95
COc1ccc2nc(-c3ccc(Cl)cc3)cc(-c3nnc(SCC(=O)Nc4ccc(/C(C)=N\O)cc4)n3-c3ccccc3)c2c1 | 87 | nt | 70 | 106 | 75 | 83 | 49 | 74
O=C(NC1CCCCC1)c1ccc([N+](=O)[O-])cc1 | 105 | 88 | 101 | 116 | 94 | 112 | 100 | 87
C(=N\N1CCCCCC1)/c1ccc2c(c1)OCO2 | 105&104 | 97&103 | 113&103 | 105&105 | 103&89 | 107&99 | 101&109 | nt
CCc1cc2c(cc1C(=O)C(C)C)C(C)(C)CCC2(C)C | 102 | 96 | nt | 109 | 85 | 108 | 97 | 95
COc1cccc(/C=C/C(=O)c2sc(Nc3ccc(O)cc3)nc2C)c1 | 15 | 36 | 105 | 103 | 72 | 97 | 91 | 79
Clc1ccccc1Cn1cc(CSc2nc3ccccc3o2)nn1 | 92 | 108 | 103 | 101 | 95 | 118 | 83 | 82
CC(=O)c1ccccc1OC(F)(F)C(F)Cl (configuration not stated) | 107 | 90 | 118 | nt | 93 | 89 | 115 | 90
Nn1c(-c2ccc(-n3nc(-c4ccccc4)c4ccccc43)cc2)n[nH]c1=S | 92 | 99 | 94 | 89 | 82 | 94 | 57 | 78
COc1ccc(C(=O)Nc2nonc2-c2ccc(OC)c(OC)c2)cc1Cl | 97 | 42 | 76 | 91 | 75 | 87 | nt | 44
O=C(Oc1ccc(Cl)cc1Cl)C(=O)Oc1ccc(Cl)cc1Cl | 104 | 99 | 105 | 101 | 98 | 103 | 100 | 92
CC1(C)CC(=O)C([C@H](c2ccccc2)N2c3ccccc3Sc3ccccc32)C(=O)C1 | 84 | 103 | 93 | 95 | 95 | 91 | 74 | 109
O=C(CN1CCN(c2cc3c(cc2F)c(=O)c(C(=O)O)cn3C2CC2)CC1)Nc1nnc(-c2ccccc2)s1 | 96 | nt | 88 | 94 | 90 | 93 | 80 | 84
Cn1cc(-c2noc(C(=O)c3cn(C)c4ncc(Br)cc34)n2)c2cc(F)ccc21 | 97 | 58 | 70 | 90 | 75 | 92 | 76 | 41
CCCCn1c(C)nc2cc(Nc3nc(N4CCOCC4)nc4nc[nH]c34)ccc21 | 84 | 84 | 73 | 66 | 82 | 82 | 52 | 58
COC(=O)c1ccccc1OCc1cc(=O)oc2ccc(C)cc12 | 91 | 93 | 83 | 93 | 55 | 99 | 77 | 94
C/C(=N/NC(N)=S)c1ccc(Nc2nc(SCC(C)C)nc(-c3ccc(F)cc3)c2C#N)cc1 | 56 | 43 | 15 | 4.0* | 0.2* | -19* | 22 | 4.8*
